NIH3T3 tox = Cytotoxic Profiling in NIH 3T3 Cell Line of Diverse Libraries Using Quantitative High-Throughput Screening | Potency, µM (highest dose often 96.7 µM), without a hit: at the highest dose activity change, negative = cytotoxicity, usual class: inhibitors | NIH 3T3 viability, CellTiter-Glo ATP luminescence, 48-72 h | 94,000 tested, 4.3% active | AID 1345082, 2018; note: potency is the fitted concentration of half-maximal effect; nearly all actives have a fitted effect of over 55% in size
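Viability of NIH 3T3 cells after 48 or 72 hr compound treatment at 37 °C was assessed by CellTiter-Glo, with luminescence imaged following a 10 min room-temperature step.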
HEK cytotox = Cytotoxic Profiling in HEK 293 Cell Line of Diverse Libraries Using Quantitative High-Throughput Screening | HEK 293 viability, ATP luminescence (CellTiter-Glo), 48-72 h | Potency, µM (titrated, usually from 115 µM), for the others: top-dose activity change, negative = cytotoxicity, actives largely listed as inhibitors | AID 1345083, 2018 | 94,000 tested, 6.6% active; note: potency is the fitted concentration of half-maximal effect; nearly all actives have a fitted effect of over 60% in size
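HEK 293 cells at 250 cells/well were exposed to compounds by pintool transfer for 48 or 72 hr at 37 degree Celsius, 5% CO2. Viability was read as ATP-coupled luminescence with CellTiter-Glo after 10 min at room temperature.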
SNCA viab count = GF-AFC viability counterscreen for inhibitors of alpha-synuclein gene (SNCA) expression; 150,000 tested, 0.12% active; HEK-293-SNCA-luc viability, GF-AFC fluorescence, 24 h; Potency, µM (highest dose often 57.1 µM), for the others: at the highest dose activity change, negative = cytotoxicity, most hits filed as cytotoxic;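 note: potency is the fitted concentration of half-maximal effect; 0% = DMSO-treated cells and -100% = medium-only wells without cells; nearly all actives have a fitted effect of over 30% in size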
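HEK-293-SNCA-luc cells (1500/well) plated 24 h, then exposed 24 h to a dilution series; GF-AFC added 30 min at 37C, fluorescence 405/540 nm; normalised to medium-only and DMSO wells, Hill fit.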
SNCA expr inh = Primary qHTS assay for inhibitors of alpha-synuclein gene (SNCA) expression; HEK-293 SNCA-luciferase knock-in, luminescence, 24 h; Potency, µM (top dose mostly 57.2 µM), for the others: top-dose activity change, negative = inhibition, hits mostly inhibitors; 140,000 tested, 0.17% active; AID 1671194, 2021;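 note: potency is the fitted concentration of half-maximal effect; plate controls were DMSO cells for no effect and cell-free wells for full effect; nearly all actives have a fitted effect of over 45% in size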
GPT2 inhibitor = Primary qHTS assay for inhibitors of Glutamate pyruvate transaminase 2 (GPT2); Alanine aminotransferase 2 (Homo sapiens), Q8TD30; Recombinant GPT2, coupled pyruvate oxidase/HRP Amplex Red fluorescence; Potency, µM (top dose mostly 57.7 µM), inactives show at the highest dose activity change, negative = inhibition, most hits filed as inhibitors; 100,000 tested, 0.25% active; note: potency is the fitted concentration of half-maximal effect; nearly all actives have a fitted effect of over 60% in size; many of its hits are not listed in these tables
Target sequence (Q8TD30 whole entry, looked up): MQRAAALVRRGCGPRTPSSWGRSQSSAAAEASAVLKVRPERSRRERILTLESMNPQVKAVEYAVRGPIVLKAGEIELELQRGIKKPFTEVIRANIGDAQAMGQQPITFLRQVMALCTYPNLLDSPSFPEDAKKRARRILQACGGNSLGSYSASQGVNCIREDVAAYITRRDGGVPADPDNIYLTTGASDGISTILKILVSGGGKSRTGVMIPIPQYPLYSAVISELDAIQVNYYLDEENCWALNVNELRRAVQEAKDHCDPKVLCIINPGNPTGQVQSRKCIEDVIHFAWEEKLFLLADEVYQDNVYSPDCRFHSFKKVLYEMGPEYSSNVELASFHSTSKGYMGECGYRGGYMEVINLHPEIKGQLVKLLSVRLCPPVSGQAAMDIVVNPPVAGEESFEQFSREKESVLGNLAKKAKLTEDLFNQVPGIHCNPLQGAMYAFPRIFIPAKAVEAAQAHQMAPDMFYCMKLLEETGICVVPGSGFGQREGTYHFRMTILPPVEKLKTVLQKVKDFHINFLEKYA
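Fluorescence read-out: pyruvate from GPT2 turnover coupled to pyruvate oxidase, HRP and Amplex Red (0.2mM ThPP, 0.2U/mL PO and HRP, 50uM Amplex final). Substrates 250uM a-KG, 2mM L-alanine; enzyme 10ng/uL; 30 min RT.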
IP6K1 inhibitor = Primary qHTS assay for small molecule inhibitors of Inositol hexaphosphate kinase 1 (IP6K1); AID 1645851, 2021; IP6K1 kinase, ADP-Glo luminescence, 2 h; active compounds read low; 140,000 tested, 0.81% active; activity change, % (series mostly up to about 58 µM); in the data active = activity change below about -25%
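ADP-Glo luminescence measures ADP made by human IP6K1 during a 2 h RT reaction with ATP/IP6 (mix at 1.3 mM/130 uM); top library doses 57.5 and 19.1 uM final.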
FLuc inh = Firefly luciferase inhibition profiling of diverse chemical library using quantitative high-throughput screening; Potency, µM (series often up to 115 µM), for inactives: top-dose activity change, negative = inhibition, hits mostly inhibitors; Luciferin 4-monooxygenase (Photinus pyralis), P08659; 76,000 tested, 2.5% active; purified P. pyralis luciferase, luminescence, biochemical; note: potency is the fitted concentration of half-maximal effect; nearly all actives have a fitted effect of over 65% in size
Target sequence (P08659 whole entry, looked up): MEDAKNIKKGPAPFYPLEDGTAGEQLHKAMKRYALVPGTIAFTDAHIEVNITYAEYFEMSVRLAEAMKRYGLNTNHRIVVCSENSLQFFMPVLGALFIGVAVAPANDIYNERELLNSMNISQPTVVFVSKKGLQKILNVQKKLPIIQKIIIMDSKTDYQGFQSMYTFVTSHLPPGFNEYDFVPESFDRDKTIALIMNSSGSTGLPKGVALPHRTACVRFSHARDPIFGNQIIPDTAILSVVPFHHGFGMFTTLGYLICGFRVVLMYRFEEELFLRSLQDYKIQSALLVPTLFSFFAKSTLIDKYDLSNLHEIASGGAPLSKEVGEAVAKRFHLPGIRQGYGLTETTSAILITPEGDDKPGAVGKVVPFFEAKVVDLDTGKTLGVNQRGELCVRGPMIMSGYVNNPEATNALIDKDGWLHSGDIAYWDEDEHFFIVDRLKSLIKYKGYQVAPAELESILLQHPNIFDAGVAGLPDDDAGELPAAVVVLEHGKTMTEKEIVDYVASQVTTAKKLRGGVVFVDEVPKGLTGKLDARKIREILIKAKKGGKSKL
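Luminescence read by CCD imager after adding enzyme (10nM final) to wells holding compound, titrated in qHTS. Substrates 10uM each D-luciferin and ATP; buffer 50mM Tris acetate pH 7.5, 10mM Mg acetate, Tween-20, BSA.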
Starred values were filed as active, the others as inactive; i = inactive; ? = inconclusive; · = not tested or not shown; [ ] = dose if it differs, or a comment. Unless noted, calls come from the whole dose curve; as a rule, active = well fitted curve in the direction sought with a large enough effect; inconclusive = small, poorly fitted or top-dose-only effect, or another doubt; inactive = no such curve, though single readings can be large; an effect the other way counts as inactive or inconclusive. Unless noted, % is set by controls: 0 for no effect and ±100 for the full control effect. These rows are one share of the data; the hit share may differ from the screen's.

SMILES	NIH3T3 tox	HEK cytotox	SNCA viab count	SNCA expr inh	GPT2 inhibitor	IP6K1 inhibitor	FLuc inh
CCN(CC)c1ccc(NC(=O)CN2CCN(S(=O)(=O)c3ccc(C(C)C)cc3)CC2)cc1	·	·	-6%	20%	·	1	·
O=C(NC1CCCC1)NC1CCN(c2nccc(Nc3ccccc3F)n2)CC1	?	?	7%[12.5 µM]	-10%	i	1	·
CS(=O)(=O)N1C[C@@H](COc2ccncc2)[C@H](c2ccccn2)C1	i	?	4%	22%	i	2	-3%
Cn1ncc(N2CCCC(CC(=O)NCc3cccs3)C2)cc1=O (stereo unspecified)	-26%	-18%	7%	-15%	i	-1	-8%
Cc1ccc(NC(=O)N2CCc3c(c4ccccc4n3C)C2)cc1	?	?	3%	38%[activator]	?	5	?
COc1ccc(C(=O)N/C(=C\c2cn(S(=O)(=O)N(C)C)c3ccccc23)C(=O)NCCCn2ccnc2)cc1	·	·	?	-1%	·	41	·
Cc1ccc(-n2nc3c(N4CCC(C(=O)N5CCCCC5)CC4)nnc(C)c3c2C)cc1	·	·	-11%	-28%	·	15	·
O=C(Nc1ccnn1C1CCN(Cc2ccc(OC3CCCC3)cc2)CC1)C1CC1	?	?	-9%	-19%	4%	0	6%
CCOC(=O)NC1CCN(c2ccc3nnc(C4CC4)n3n2)CC1	-16%	i	·	·	·	4	·
CCCN1C(=O)NC(Cc2nc(-c3cccnn3)no2)C1=O (stereo unspecified)	-3%	-1%	6%	11%	?	-12	0%
CCCCCC(=O)Nc1nc2c(s1)C[C@@H]1[C@](C)(CO)[C@H](O)CC[C@@]1(C)[C@@H]2CC(=O)N[C@@H](CO)CC(C)C	79µM*	?	-10%	-22%	?	-8	14%
O=C(NCCc1ccc(F)cc1)c1nc2cccnc2n(Cc2ccccc2)c1=O	?	?	-7%	-19%	1%	13	·
COc1ccc(-n2nc(C(=O)N3CCN(c4ccccc4OC)CC3)c3c4ccccc4n(C)c3c2=O)cc1	·	·	7%	5%	·	13	·
CCN(CC)C(=O)[C@@H]1CCCN1C1(C(=O)NC)COC1	i	i	3%[87.6 µM]	-4%[87.6 µM]	-3%[88.5 µM]	-9	-6%[230 µM]
O=C(c1ccccc1)N1CCc2c(n(Cc3ccccc3)n(-c3ccccc3)c2=O)C1	?	-17%[172 µM]	5%[87.6 µM]	24%[87.6 µM]	-12%[88.5 µM]	2	-1%[172 µM]
O=C(c1ccoc1)N1CCC(N2C(=O)C3(CCCCC3)C2c2ccncc2)CC1 (stereo unspecified)	i	3%	0%[12.5 µM]	23%	?	-3	-4%
CCCNC(=O)N1CCC2(CC1)CC(N(C(=O)c1ccccc1)C1CC1)CCO2 (stereo unspecified)	-28%	-10%	1%	7%	i	-9	0%
CCOC(=O)C1CCCN(C(=O)c2ccc3oc(-c4ccc(OC)nc4)nc3c2)C1 (stereo unspecified)	-11%[138 µM]	?	0%[87.6 µM]	115%[activator][87.6 µM]	i	5	·
CN(C)C(=O)c1ccc2oc(-c3ccncc3Cl)nc2c1	-4%	4%	-9%[12.5 µM]	55%[activator]	i	5	·
COCCNc1c(-c2noc(C)c2C(=O)Nc2ccc(OC)cc2)cnn1C	?	?	-15%[87.6 µM]	-22%[87.6 µM]	i	7	2%[172 µM]
Cc1cc(C)n(CCCN(C)C(=O)C2C3C(=O)N(CCC(C)C)C[C@@]34C=C[C@@H]2O4)n1 (stereo partly specified)	-24%	-11%	23%	11%	i	3	-15%
CC(C)CN1CCCC(COc2ccccc2C(=O)NC2CC2)C1 (stereo unspecified)	?	-15%	-5%	7%	?	-4	-11%
CCc1cnc(N2CCC(COc3ccc4c(cnn4CCC(=O)O)c3)CC2)nc1	?	-6%[172 µM]	-17%[87.6 µM]	-14%[87.6 µM]	-2%[88.5 µM]	-2	?
CNC(=O)[C@@H]1CN(C(=O)Cc2c(C)noc2C)C[C@H]1COC	-13%	-7%	16%	15%	-7%	4	-13%
COc1ccc(C(=O)NCCC2CCN(C(=O)Nc3ccc(C)cc3)CC2)cc1OC	-22%	-2%	3%	37%[activator]	i	-3	0%
CN1CC[C@H]2CN(C(=O)CCCCc3ccccc3)C[C@@]2(C(=O)O)C1	i	-4%	0%	6%	i	-4	-4%
CN1c2cc(C(=O)NCc3ccccc3C(F)(F)F)ccc2C(=O)N2CCCCC21 (stereo unspecified)	?	?	19%[12.5 µM]	-15%	5%	-14	-21%
O=C(NCc1ccc(F)cc1)N1CCC(Oc2ncccc2C(=O)N2CCCCC2)C1 (stereo unspecified)	-6%	-7%	0%	35%[activator]	3%	11	-3%
Cc1nn(C)c(C)c1CCC(=O)NC1CCc2nnc(C3CC3)n2CC1 (stereo unspecified)	-25%	-24%	11%	1%	2%	17	0%
O=C(Nc1cccc(Cl)c1)C1=NO[C@@H]2CN(c3cccnc3)C[C@H]12	?	-29%[172 µM]	1%[87.6 µM]	-22%[87.6 µM]	-14%[88.5 µM]	-8	2%[172 µM]
Cc1nnc(NC(=O)C2c3ccccc3C(=O)N(CC(C)C)C23CCCCC3)s1 (stereo unspecified)	i	2%	6%	-1%	i	-13	0%
CN(Cc1ccc(OC(F)(F)F)cc1)C1CCCc2ccccc21 (stereo unspecified)	-25%[138 µM]	-20%[172 µM]	0%[87.6 µM]	-11%[87.6 µM]	i	6	-4%[172 µM]
Cc1cc(Cl)ccc1OCCN1CCN(CC2(O)CCCNC2)CC1 (stereo unspecified)	22µM*	13µM*	-2%	5%	i	2	1%
O=C(COc1ccccc1)Nc1nnc(S(=O)(=O)N2CCCCCC2)s1	·	·	4%	-6%	·	23	·
CCc1ccc(NC(=O)c2ccc(F)c(S(=O)(=O)NC3CCCCCC3)c2)cc1	·	·	-22%	-24%	·	18	·
CC(C)N1CCN(C2CCOC3(CCN(C(=O)NCc4ccccc4)CC3)C2)CC1 (stereo unspecified)	i	2%	10%	9%	i	-1	-4%
Cc1ccc(N2CC(NC(=O)c3ccco3)CC2=O)cc1C (stereo unspecified)	·	·	-2%	0%	·	-25*	·
COC[C@@H]1CN(C(=O)Cc2cccc(OC)c2)C[C@H]1c1nc(C)no1	4%	3%	-2%	1%	-12%	-7	0%
C[S+](=O)([O-])N1Cc2ccccc2CC12CN(C(=O)Nc1ccccc1)C2	-16%	-12%	-8%	10%	-10%	-13	-10%
COc1cc(C(=O)NCC(c2cccnc2)N2CCc3ccccc32)cc(OC)c1OC (stereo unspecified)	·	·	-9%	-3%	·	12	·

As a short view, part of the list above:
SMILES	NIH3T3 tox	HEK cytotox	SNCA viab count	SNCA expr inh	GPT2 inhibitor	IP6K1 inhibitor	FLuc inh
Cc1cc(C)n(CCCN(C)C(=O)C2C3C(=O)N(CCC(C)C)C[C@@]34C=C[C@@H]2O4)n1 (stereo partly specified)	-24%	-11%	23%	11%	i	3	-15%
CC(C)CN1CCCC(COc2ccccc2C(=O)NC2CC2)C1 (stereo unspecified)	?	-15%	-5%	7%	?	-4	-11%

(listing goes on)
SMILES	NIH3T3 tox	HEK cytotox	SNCA viab count	SNCA expr inh	GPT2 inhibitor	IP6K1 inhibitor	FLuc inh
COc1ccc(S(=O)(=O)N(CC(=O)NCc2ccc(C)cc2)c2ccc(Cl)cc2)cc1	·	·	3%	12%	·	33	·
C#CCNC(=O)c1nc2sccn2c1-c1cccc(C(F)(F)F)c1	?	?	0%[87.6 µM]	-14%[87.6 µM]	-13%[88.5 µM]	17	·
Cc1ccsc1-c1[nH]nc2ncc(-c3ccc(CO)cc3)nc12	?	?	-24%[87.6 µM]	-15%[87.6 µM]	i	-3	-20%[172 µM]
CCN(CC)Cc1cc(-c2nc(C3CCOC3)no2)c(-c2ccccc2)o1 (stereo unspecified)	?	-29%	-9%	-18%	0%	1	7%
CC(C)=C1CC2C(CCC2(C)O)C(C)(O)CC1=O (stereo unspecified)	·	·	-2%	·	i	-3	·
Cc1cccc(Oc2nc3ccccn3c(=O)c2/C=C(\C#N)c2nc3ccccc3s2)c1C	·	·	7%	37%[activator]	·	-20	·
CC(C)CC(=O)Nc1ccc(C(=O)OCc2cc(=O)n3nc(C(C)C)sc3n2)cc1	·	·	9%	74%[activator]	·	-20	·
COc1ccc(N(CC(=O)N2CCc3ccccc3C2)S(=O)(=O)c2ccccc2)cc1	·	·	-14%	-23%	·	17	·
O=C(NCCC1CCN(C(=O)Nc2ccc(F)cc2F)CC1)c1cc(F)ccc1F	-13%	-5%	1%	-11%	i	-9	6%
O=C(c1ccccn1)N1CCCC(c2nc(CCOCC3CCOCC3)no2)C1 (stereo unspecified)	-16%	-19%	-5%	-22%	-11%	11	-1%
CCN(CC)c1ccc(C(=O)NCc2nc3cccnc3n2Cc2ccc(C)cc2)cc1	·	·	-27%	-24%	·	22	·
COc1cccc(-c2cc3c(=O)n(CCNC(=O)c4c(F)cccc4F)ccn3n2)c1	-23%	1%	2%	64%[activator]	i	-12	7.9µM*
COc1cccc(C(=O)Nc2cccc(-c3cn4ccsc4n3)c2)c1OC	·	·	0%	-12%	·	10	·
O=C(NC1CC1)c1nc(-c2cccc(C(F)(F)F)c2)c2cnccn12	-24%	79µM*	13%	3%	i	1	6%
O=C1Nc2ccccc2CC12CCN(Cc1cncs1)CC2	-26%[138 µM]	?	0%[87.6 µM]	30%[87.6 µM]	4%[88.5 µM]	-7	5%[172 µM]
O=C1c2c(nc(CN3CCN(c4ccccn4)CC3)n2Cc2ccccc2)NCCN1CC1CC1	-14%	?	-5%	-12%	-13%	-7	-3%
COc1ccc2[nH]c3c(c2c1)CCNC31CCN(S(=O)(=O)c2cn(C)cn2)CC1	-15%	?	-1%[12.5 µM]	86%[activator]	-1%	-3	5%
CN1CC(=O)N(C2CCCC2)Cc2c(NCc3ccc4c(c3)OCO4)ncnc21	-29%	?	7%	-3%	i	-4	·
COc1ccc(-c2nc3ccccc3o2)cc1NC(=O)c1ccc(-c2cccc(Cl)c2C)o1	·	·	-6%	-3%	·	7	·

2 entries from above, as labelled records:
Compound: O=C1c2c(nc(CN3CCN(c4ccccn4)CC3)n2Cc2ccccc2)NCCN1CC1CC1
- NIH3T3 tox = -14%
- HEK cytotox = ?
- SNCA viab count = -5%
- SNCA expr inh = -12%
- GPT2 inhibitor = -13%
- IP6K1 inhibitor = -7
- FLuc inh = -3%
Compound: COc1ccc2[nH]c3c(c2c1)CCNC31CCN(S(=O)(=O)c2cn(C)cn2)CC1
- NIH3T3 tox = -15%
- HEK cytotox = ?
- SNCA viab count = -1%[12.5 µM]
- SNCA expr inh = 86%[activator]
- GPT2 inhibitor = -1%
- IP6K1 inhibitor = -3
- FLuc inh = 5%

Bioassay records: PubChem BioAssay, National Center for Advancing Translational Sciences (NCATS)
